Source: PubChem BioAssay
JMJD2A Tudor inh: inhibitors of human JMJD2A Tudor domain | O75164 | AlphaScreen JMJD2A-Tudor / H3K4me3 peptide binding | Potency, µM (titrated, usually from 114 µM), without a hit: top-dose activity change, negative = inhibition, hits mostly inhibitors | 390,000 compounds, 4.4% hits; further: potency means the concentration at half of the fitted maximal effect; on the % scale 0 is the no-effect control and ±100 the full control effect; nearly all actives have a fitted effect of over 50% in size
Target sequence (O75164 whole entry, looked up, the tested form may be a part): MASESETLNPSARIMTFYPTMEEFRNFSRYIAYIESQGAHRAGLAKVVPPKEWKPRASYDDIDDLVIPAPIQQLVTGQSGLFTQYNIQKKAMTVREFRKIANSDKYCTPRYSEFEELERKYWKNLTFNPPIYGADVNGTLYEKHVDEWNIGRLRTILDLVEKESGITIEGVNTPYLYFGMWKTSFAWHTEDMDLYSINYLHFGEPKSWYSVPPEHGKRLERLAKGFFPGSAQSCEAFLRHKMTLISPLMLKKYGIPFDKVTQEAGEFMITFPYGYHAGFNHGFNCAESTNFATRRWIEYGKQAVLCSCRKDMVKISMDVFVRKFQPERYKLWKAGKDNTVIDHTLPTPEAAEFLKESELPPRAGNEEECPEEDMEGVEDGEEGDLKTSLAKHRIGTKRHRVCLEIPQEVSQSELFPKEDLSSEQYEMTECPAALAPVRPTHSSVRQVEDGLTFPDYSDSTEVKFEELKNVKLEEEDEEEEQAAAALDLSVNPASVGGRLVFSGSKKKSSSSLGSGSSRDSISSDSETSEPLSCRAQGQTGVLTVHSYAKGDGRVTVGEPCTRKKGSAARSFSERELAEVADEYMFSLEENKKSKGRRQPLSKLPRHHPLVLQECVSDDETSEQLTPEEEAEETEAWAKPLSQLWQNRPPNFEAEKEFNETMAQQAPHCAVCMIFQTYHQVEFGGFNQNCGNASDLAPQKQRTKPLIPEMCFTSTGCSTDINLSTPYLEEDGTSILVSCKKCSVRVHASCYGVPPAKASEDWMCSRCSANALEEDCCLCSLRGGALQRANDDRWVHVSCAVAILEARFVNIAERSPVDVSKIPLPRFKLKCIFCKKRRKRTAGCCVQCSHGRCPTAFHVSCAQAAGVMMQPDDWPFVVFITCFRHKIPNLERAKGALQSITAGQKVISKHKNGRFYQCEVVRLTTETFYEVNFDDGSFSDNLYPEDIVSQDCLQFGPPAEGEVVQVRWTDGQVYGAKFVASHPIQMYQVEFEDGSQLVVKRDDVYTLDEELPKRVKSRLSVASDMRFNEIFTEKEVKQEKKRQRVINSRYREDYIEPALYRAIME
Pol eta inh: DNA polymerase eta (human) inhibition | Q9Y253 | Potency, µM (highest dose often 114 µM), for the others: at the top dose activity change, negative = inhibition, most hits filed as inhibitors | recombinant Pol eta, fluorescent DNA replication assay | 390,000 compounds, 1.2% hits | AID 588591; further: potency means the concentration at half of the fitted maximal effect; on the % scale 0 is the no-effect control and ±100 the full control effect
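Pol eta (10 nM) was preincubated with compounds for 15 min at room temperature, after which fluorescent replication substrate (50 nM final) was added to start the reaction. Fluorescence was read kinetically at 0 and 10 min.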
G9a inh: G9a (human) methyltransferase inhibition | Q96KQ7 | G9a H3K9 monomethylation, AlphaScreen, 2 h | Potency, µM (highest dose often 102 µM), for the others: at the highest dose activity, negative = inhibition, usual class: inhibitors | 350,000 compounds, 8.8% hits | AID 504332; further: potency means the concentration at half of the fitted maximal effect; on the % scale 0 is the no-effect control and ±100 the full control effect; nearly all actives have a fitted effect of over 75% in size
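AlphaScreen detection with an anti-monomethyl H3K9 antibody quantified product after a 2 h room-temperature reaction containing 500 nM biotinylated H3K9 peptide, 20 µM SAM and 20 nM enzyme, which had been preincubated 15 min with compound.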
GLS inh: blocks human kidney-isoform glutaminase activity. O94925. GLS enzymatic activity, qHTS titration. Potency, µM (titrated, usually from 45.5 µM), for the others: top-dose activity change, negative = inhibition, most hits filed as inhibitors. 410,000 compounds, 0.21% hits; further: potency means the concentration at half of the fitted maximal effect; on the % scale 0 is the no-effect control and ±100 the full control effect
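Compounds were pin-transferred onto hKGA, after which L-glutamine (1 mM solution) and a detection mix of glutamate oxidase, HRP and Amplex Red were added. Initial and 30 min RT fluorescence reads were collected.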
HP1b chromo inh: HP1-beta chromodomain-methylated histone interaction inhibition | P83916 | AlphaScreen HP1-beta / biotin-H3K9me3 peptide binding | Potency, µM (doses to about 114 µM), for inactives: at the top dose activity change, negative = inhibition, actives largely listed as inhibitors | 390,000 compounds, 0.56% hits; further: potency means the concentration at half of the fitted maximal effect; nearly all actives have a fitted effect of over 70% in size; inactives centre near 23
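Compound inhibition of the preformed complex between 50 nM HP1-beta and 50 nM biotinylated H3K9me3 peptide was read by AlphaScreen. Buffer was PBS pH 7.4 with 0.01% Tween-20. Incubations ran 30 min at room temperature, with 10 ug/mL donor/acceptor beads.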
BAZ2B block: BAZ2B (human) inhibition | 360,000 compounds, 4.4% hits | Q9UIF8 | AlphaScreen BAZ2B-H3K14Ac peptide displacement | Potency, µM (top dose mostly 114 µM), inactives show at the highest dose activity change, negative = inhibition, most hits filed as inhibitors | AID 504333; further: potency means the concentration at half of the fitted maximal effect; on the % scale 0 is the no-effect control and ±100 the full control effect; nearly all actives have a fitted effect of over 60% in size
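Protein-peptide AlphaScreen: BAZ2B 50 nM, b-H3K14Ac 50 nM, 1x PBS pH 7.4 + 0.01% Tween-20. Preincubation 30 min RT; cpd 30 min RT (top 110 uM); beads 20 min RT, light-protected.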
Pin1 inh: inhibitors of human Pin1; Potency, µM (titrated, usually from 115 µM), without a hit: at the highest dose activity, negative = inhibition, usual class: inhibitors; Pin1 FP peptide displacement, HiFluor488, 10 min; Q13526; AID 504891; 390,000 compounds, 0.009% hits; active means well fitted inhibition curve with a large enough effect in the polarisation, with a control signal flat, not every such curve was filed as active; inconclusive means small, poorly fitted or top-dose-only effect, or effect the other way, or a change in a side signal; inactive means no such curve, though single readings can be large or run the other way; the % refers to the polarisation; further: potency means the concentration at half of the fitted maximal effect; on the % scale 0 is the no-effect control and ±100 the full control effect
PI4K2A block: blocks human PI4K2A kinase activity; AID 1346378; activity change, negative = inhibition, % at 76.9 µM; purified PI4K2A, ADP-Glo luminescence, 1 h; hits give low values; Q9BTU6; 420,000 compounds, 0.13% hits; in the data active means activity change below about -50%; inconclusive means mostly about -30% to -49%;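 further: -100% = wells without enzyme as full effect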
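ADP-Glo luminescence measured ADP generated by PI4K2A enzyme (4 ug/mL before mixing) with 1.2 mM PI substrate (pre-mix) and 300 microM ATP (pre-mix). Tris pH7.5 buffer with MgCl2, Triton X-100; 1 h reaction at ambient temperature.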
Tb PGK inh: inhibitors of T. brucei phosphoglycerate kinase; Potency, µM (titrated, usually from 57.5 µM), without a hit: at the highest dose activity change, negative = inhibition, hits mostly inhibitors; 380,000 compounds, 0.043% hits; AID 602233; PGK/GAPDH coupled, Kinase-Glo luminescence, 60 min; further: potency means the concentration at half of the fitted maximal effect; on the % scale 0 is the no-effect control and ±100 the full control effect; nearly all actives have a fitted effect of over 60% in size
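Luminescent ATP detection (Kinase-Glo Plus) follows a 60-minute room-temperature incubation, with wells lacking PGK as controls. Buffer: 100 mM TEA (pH 7.6), 5 mM MgCl2, 0.01% Tween-20. Coupling enzyme GAPDH (100 nM final) supplies unstable 1,3-BPG in-well.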
The depositor's hits bear a star; i = inactive; ? = inconclusive; / = not tested or not shown; & = joins results of further samples; [ ] = another dose, or the depositor's remark. Unless noted, the call rests on the fitted dose curve; in most records, active means well fitted curve in the direction sought with a large enough effect; inconclusive means small, poorly fitted or top-dose-only effect, or another doubt; inactive means no such curve, though single readings can be large; an effect the other way counts as inactive or inconclusive.

JMJD2A Tudor inh,Pol eta inh,G9a inh,GLS inh,HP1b chromo inh,BAZ2B block,Pin1 inh,PI4K2A block,Tb PGK inh,SMILES
7%,-15%&-2%,8%&21%[59 µM],2%&48%,?,-1%&6%,0%&-6%,1&5,3%&-6%,CCOC(=O)C(Cc1ccccc1)NC(=O)CCc1c(C)nc2nc(C)nn2c1C (stereo not given)
-16%,-13%,-21%[59 µM],0%,2%,-34%,3%,3,-2%,COc1ccc(NC(=S)NCCc2ccccc2)c(OC)c1
-20%,-15%,11%[59 µM],-2%,32%,10%,-2%,-4,-1%,C=C(C)C1CC=C(C)/C(=N/NC(=O)COc2ccc(Cl)cc2)C1 (stereo not given)
2%,2%,49%,4%,55%[activator],-4%,3%,0,5%,COC(=O)c1cc(C#N)c(OC(C)C)nc1C
-24%,-17%,4%,9%,47%[activator],-26%,-3%,5,-9%,COc1cccc(N2CCN(C(=O)c3cccc(N4C(=O)NC5CC4(C)Oc4c(OC)cccc45)c3)CC2)c1 (stereo not given)
-18%,-20%,56µM*,1%,34%,?,-1%,2,-5%,CCOC(=O)C1=C(C)N(CCCCCC(=O)O)C(=O)NC1c1ccccc1Cl (stereo not given)
-10%,-1%,/,-15%,23%,/,5%,-1,-1%,CCC1CCCCN1C(=O)CSc1nnc(N)s1 (stereo not given)
-14%,4%,-11%[59 µM],-7%,17%,-4%,3%,-11,0%,Cc1csc(NC(=O)CCCC(=O)O)c1-c1nc2ccccc2s1
212%[activator],-23%,353%[activator],-12%,238%[activator],160%[activator],?,0,5%,Cc1cccc(OCCOC(=O)c2c(-c3ccccc3)noc2C)c1
-10%,-2%,?,15%,20%,-3%,-5%,-5,-4%,O=C(OCc1nnc(-c2cccs2)o1)c1cccnc1Cl
6%,-6%,/,4%,68%[activator],-14%,5%,-11,i,CCOc1ccccc1NC(=O)c1cc(S(=O)(=O)NCc2ccco2)ccc1F
-13%,-8%,18%[59 µM],5%,21%,7%,0%,-5,2%,COc1cc(C(C)=O)ccc1Oc1ncnc2c1cnn2-c1cccc(Cl)c1
-14%,-18%,6%[59 µM],-11%,67%[activator],25%,20%,1,i,COc1ccc(-c2nc3ccccc3n2Cc2ccc(Cl)cc2)cc1
-20%,-17%,40%[59 µM],8%,19%,-14%,1%,2,-6%,Fc1ccccc1CN1CCCN(C(=S)Nc2cccc(Cl)c2)C1
4%,-14%,-7%,-6%,39%[activator],1%,-2%,6,-3%,CC(C)(C)OC(=O)COc1ccc(/C=N/NC(=O)CN2CCCCC2)cc1
22µM*,?,?,-3%,21%,8%,17%,-6,-4%,CCc1cc2c(=O)n3c(nc2s1)-c1[nH]c2ccc(OC)cc2c1CC3
-12%,-2%,0%,-20%,11%,-30%,1%,5,?,FC(F)Oc1ccc(NC(=S)N2CCN(Cc3ccccc3)CC2)cc1
26%[11.4 µM],-17%,4%[59 µM],-3%,11%,-4%,-2%,0,0%,COc1ccccc1N(CC(O)CN(c1ccccc1)S(C)(=O)=O)S(=O)(=O)c1ccccc1 (stereo not given)
12%,-21%,-7%,9%,57%[activator],-27%,-2%,1,-3%,Cc1ccc(C2=NN(C(=O)CNCCO)C(c3cccs3)C2)cc1 (stereo not given)
-29%,-15%,-9%[59 µM],5%,54%[activator],-12%,-5%,-1,-5%,Cc1nn(C)c2c1c(C(F)(F)F)cc(=O)n2C(C)C(=O)N1CCN(c2ccccc2)CC1 (stereo not given)
?,1%,-2%[59 µM],-12%,3%,-3%,57%[activator],-1,-1%,COc1ccc(NC(=O)c2ccc3c(c2)c(C)c(C)n3Cc2ccc(F)cc2)cc1
?,-18%,10%[59 µM],8%,?,?,1%,-3,i,COc1ccc(C(=O)NC(=S)Nc2ccccc2N2CCCCC2)cc1[N+](=O)[O-]
-7%,-7%,-76%,3%,37%,0%,-13%,-2,-5%,CCC(C)n1c(SCC(=O)NCc2ccco2)nnc1-c1cccc(S(=O)(=O)N2CCOCC2)c1 (stereo not given)
-4%,-4%,6%,-10%,27%,-2%,2%,-4,5%,O=C1CCc2cc(S(=O)(=O)NCCC(=O)NC3CCCCC3)ccc2N1
-4%,-1%,9%,-1%,48%[activator],-3%,?,-3,11%,COc1ccc(OC)c(NC(=O)c2nnn(CCc3ccccc3)c2N)c1
-15%,-8%,-6%[59 µM],-3%,15%,-30%,-3%,-1,-8%,O=[N+]([O-])c1ccc(NCc2ccccc2)nc1
/,-28%,/,7%,/,/,/,-2,i,C[C@H]1CN([C@@H](C)CO)S(=O)(=O)c2ccc(Br)cc2O[C@H]1CN(C)Cc1ccccc1
-25%,?,3%,-1%,27%,?,3%,0,-5%,Cn1c(SCC(=O)NC2CCCCC2)nnc1-c1cc2cc(Cl)ccc2o1
-12%,2%,-39%,2%,25%,-21%,-2%,0,3%,Cc1cc(N2CCN(C(=O)Nc3ccccc3C#N)CC2)c2ccccc2n1
-10%,-22%,-4%,-12%,25%,17%,-4%,-1,-1%,CC(=O)Nc1ccc(S(=O)(=O)NC(C)c2nc(-c3ccccc3)no2)cc1 (stereo not given)
-17%,-9%,45µM*,22%,24%,8%,0%,3,8%,CCOC(=O)/C=C/C(=O)Nc1cc(S(=O)(=O)Nc2ccc(OC)cc2)ccc1N1CCOCC1
-36%,-19%,-40%,2%,8%,2%,5%,-1,-5%,O=C(CCNS(=O)(=O)c1ccccc1F)N1CCN(C(c2ccccc2)c2ccccc2)CC1
-20%,-11%,11%[12.7 µM],9%,46%[activator],-28%,0%,-5,-2%,c1csc(CN2CCN(Cc3cccs3)C2c2cccs2)c1
-18%,-21%,/,-8%,17%,/,-1%,-12,-2%,CCCCOc1ccc(C(=O)OCC(=O)c2c(N)n(C)c(=O)n(C)c2=O)cc1
-12%,-15%,34%[59 µM],3%,41%[activator],38%,1%,1,-7%,Cc1ccc(OCc2nc(-c3ccccn3)no2)c(Br)c1
-33%,-4%,50µM*,-15%,-18%,?,2%,1,-3%,CCOC(=O)C(=NCCCN1CCOCC1)NNc1cccc(C(F)(F)F)c1
3.2µM*,-22%,4.5µM*,-1%,9%,50µM*,1%,2,-5%,c1ccc(-c2cc(N3CCOCC3)nc3ccccc23)cc1
-20%,-11%,-5%[59 µM],2%,32%,-19%,2%,0,3%,CCOC(=O)c1c(S(=O)(=O)N2CCC(C(=O)Nc3ccccc3OC)CC2)c(C)n(CC)c1C
-26%,-18%,-30%[59 µM],-5%,7%,-36%,1%,1,-1%,COc1ccc(NC(=O)[C@@H](c2ccccc2)N2Cc3ccccc3C2=O)cc1OC
-4%,1%,-3%,7%,23%,12%,21%,4,4%,CCN(CC)S(=O)(=O)c1ccc(N2Cc3ccccc3C2=N)cc1
/,?,/,-3%,/,/,/,-2,-6%,CCCCCC(=O)N1C[C@H](n2cc(C3CC3)nn2)[C@@H](O)C[C@@H]1c1ccc(Cl)cc1
-1%,-16%,14%,2%,50%[activator],3%,32%[activator],-3,-4%,NC(=O)c1cc(-c2ccccc2)nc2ccc(Br)cc12
-8%[57.1 µM],-6%,1%,-5%,24%,-5%,0%,6,0%,COc1ccc(Cl)cc1NC(=O)CN1CCC(n2nnc3cc(F)ccc32)CC1
-30%,-6%,-43%[59 µM],4%,-3%,-24%,7%,-1,-12%,COc1cc2[nH]c(=O)n(Cc3ccc(C(=O)N4CCN(c5ccc(Cl)cc5)CC4)cc3)c(=O)c2cc1OC
-7%,-20%,20%[12.7 µM],-3%,44%[activator],-6%,-6%,-2,i,Cc1ccc(S(=O)(=O)N2CCN(C(=O)COC(=O)C3(C)CC3(Cl)Cl)CC2)c(C)c1 (stereo not given)
-17%,-17%,/,0%,35%,/,-2%,-2,-4%,C=C1CCN([C@@H](CC(C)C)C(=O)NCc2ccccc2)S(=O)(=O)c2ccccc21
-6%,-1%,6.3µM*,-17%,29%,-12%,-2%,-3,3%,CCCCCNC(=O)c1ccc2c(=O)n(CCCN3CCCC3=O)c(=S)[nH]c2c1
-8%,-18%,-24%[59 µM],13%,20%,9%[57.1 µM],60%[activator],2,i,O=C(O)CC(NS(=O)(=O)c1ccc(Br)s1)c1ccccc1 (stereo not given)
8%,-4%,-3%,-1%,42%[activator],11%,0%,4,2%,CCCCCCC(CC(=O)NCc1cccnc1)CC(=O)NCc1cccnc1
18µM*,-14%,28µM*,3%,?,40µM*,14%,3,-3%,CC(C)OC(=O)c1cc2c(ccn2C)n1CC(=O)N(Cc1ccccc1)c1ccc(F)cc1
-20%,3%,-22%,-6%,24%,-35%,?,0,-2%,Cc1ccc(-c2csc(NC(=O)Cn3[nH]c(=O)c4ccccc4c3=O)n2)cc1
0%,-16%,-39%[59 µM],-7%,66%[activator],-1%,3%,2,i,CCCOC(=O)C1C2C=CC3(CN(c4ccc(Cl)c(F)c4)C(=O)C13)O2 (stereo not given)
-22%,32µM*,?,-9%,11%,?,?,-1,-10%,Cc1nnc(SCC2=C(C(=O)O)N3C(=O)C(NC(=O)c4cccc(F)c4F)C3SC2)s1 (stereo not given)

Individual results from the results shown.
CCOC(=O)/C=C/C(=O)Nc1cc(S(=O)(=O)Nc2ccc(OC)cc2)ccc1N1CCOCC1 | Pol eta inh = -9%
CC(C)OC(=O)c1cc2c(ccn2C)n1CC(=O)N(Cc1ccccc1)c1ccc(F)cc1 | BAZ2B block = 40µM*

These rows are one share of the data (hit frequency here may not be typical).
